Compound activity deposited in PubChem BioAssay by several laboratories.
m-calpain inh: calpain II (pig) inhibition. purified calpain II, fluorogenic peptide substrate, 30 min. inhibition, % at 16 µM. hit rate 0.37% among 220,000. AID 1236;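 active = inhibition above about 50%, limit read from the data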
EP2 modulator: modulates human prostaglandin E2 receptor EP2 signaling. P43116. EP2-expressing cells, cAMP HTRF FRET, PGE2 co-stimulation. induction, % at 25 µM. hit rate 0.83% among 260,000. AID 940;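 active = compounds whose cAMP rise, as percent of the full-agonist control response, exceeds 60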;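 note: rat C6 glioma line stably carrying human EP2 under a CMV promoter; the protocol text gives 20 µM as final concentration; 100% = response of wells given 1 µM PGE2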
Target sequence (P43116 whole entry, looked up): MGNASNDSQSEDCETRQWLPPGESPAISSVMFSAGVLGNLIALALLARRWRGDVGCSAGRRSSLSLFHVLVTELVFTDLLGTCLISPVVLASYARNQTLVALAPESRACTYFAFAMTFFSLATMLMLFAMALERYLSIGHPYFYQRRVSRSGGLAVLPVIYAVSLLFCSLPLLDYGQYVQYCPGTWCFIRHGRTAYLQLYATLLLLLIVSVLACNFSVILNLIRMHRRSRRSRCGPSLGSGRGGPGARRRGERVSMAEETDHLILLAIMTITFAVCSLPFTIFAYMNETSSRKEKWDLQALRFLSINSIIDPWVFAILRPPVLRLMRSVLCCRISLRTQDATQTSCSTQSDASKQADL
TRPML3 agonist: agonists of human TRPML3 channel; hit rate 0.29% among 220,000; HEK293 TRPML3-YFP, Fluo-8 calcium fluorescence; 100% = the carbachol control signal; Q8TDD5; activation, % at 3 µM;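 active = activation above its plate's cutoff, the mean activation of the plate's test wells plus 3 SD, cut at about 12% in these data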;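 note: 0% = DMSO only wells and 100% = carbachol wells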
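Test system – HEK293 line with stable expression of human TRPML3-YFP channel · Control set – carbachol 87 µM final as high control (100%), DMSO as low control (0%) · Signal – Fluo-8 calcium dye fluorescence, ex 470-495, em 515-575 nm · Incubation – 1-h 37 °C dye load, 5-s basal, 120-s post-compound reads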
S1P4 antagonist: antagonists of human S1P4 receptor; inhibition, % at 4.98 µM; hit rate 0.26% among 220,000; O95977; AID 1510; S1P4-expressing cells, antagonist mode, reporter read-out; in the data active = inhibition above about 29%;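 note: 0% = wells stimulated with agonist and 100% = vehicle wells without agonist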
Target sequence (O95977 whole entry, looked up): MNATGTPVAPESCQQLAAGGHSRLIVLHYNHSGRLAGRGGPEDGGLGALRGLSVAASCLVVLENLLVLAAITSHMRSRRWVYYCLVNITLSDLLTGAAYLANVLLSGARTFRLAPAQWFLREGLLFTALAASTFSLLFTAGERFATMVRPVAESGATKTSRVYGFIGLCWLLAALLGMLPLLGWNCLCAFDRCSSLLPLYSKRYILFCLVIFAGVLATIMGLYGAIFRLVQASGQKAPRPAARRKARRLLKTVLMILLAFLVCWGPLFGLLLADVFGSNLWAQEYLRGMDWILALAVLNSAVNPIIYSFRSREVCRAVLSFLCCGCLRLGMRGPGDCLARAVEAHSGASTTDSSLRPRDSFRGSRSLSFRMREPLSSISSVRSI
PERK inhibitor: inhibitors of human PERK kinase; hit rate 0.17% among 220,000; CHO PERK-DD fusion, SEAP luminescence translation reporter; inhibition, % at 5.6 µM;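 active = inhibition above the mean inhibition of all tested compounds plus 3 SD, set separately per screening campaign, cut at about 2.9% in these data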;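 note: PERK kinase domain activated by AP20187 dimerizer at 100 nM; 0% = DMSO with dimerizer and 100% = rapamycin at 8.4 µM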
Ba/F3 V617F tox: reduce viability of Ba/F3 cells dependent on JAK2V617F; AID 1446; inhibition, % at 5.6 µM; Ba/F3 EpoR-JAK2V617F viability, ATP luminescence; hit rate 1.1% among 220,000;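 active = inhibition above the campaign mean plus 3 SD over all tested compounds, cut at about 24% in these data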;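 note: cytokine-independent growth of Ba/F3 cells driven by EpoR plus mutant JAK2; 0% = DMSO-treated cells and 100% = JAK inhibitor I control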
BaF3 parental: parental Ba/F3 viability inhibition as JAK2V617F counter-screen; hit rate 1.1% among 220,000; inhibition, % at 5.6 µM; CellTiter-Glo ATP luminescence; AID 1486;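 active = inhibition above a per-campaign cutoff, the mean inhibition of all tested compounds plus 3 SD, cut at about 27% in these data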;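 note: 0% = DMSO wells and 100% = JAK Inhibitor I control wells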
TRPN1 ag: zebrafish TRPN1 (NompC) channel agonism; activation, % at 3 µM; AID 1424; hit rate 0.18% among 220,000; HEK293 zebrafish TRPN1-YFP, Fluo-8 calcium fluorescence; 100% = response to 87 µM carbachol;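 active = activation above its plate's cutoff, the mean activation of test wells on that plate plus 3 SD, cut at about 19% in these data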;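 note: 0% = DMSO alone and 100% = 87 µM carbachol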
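Material: zebrafish TRPN1-YFP in HEK293 cells. Doses: one dose of 3 µM, 0.3% DMSO. Incubation: dye 1 h 37 °C plus 30 min RT. Measured by: intracellular calcium fluorescence with Fluo-8.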
S1P4 ag: activates the human S1P4 receptor. S1P4-expressing cell line, agonist reporter assay. activation, % at 4.98 µM. hit rate 0.35% among 220,000; in the data active = activation above about 11%;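 note: 0% = DMSO vehicle and 100% = reference agonist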
* = called active by the depositor.

Results for CCCCCCc1nc2ccccc2c(=O)n1N ?
m-calpain inh: 29.9; EP2 modulator: 13.8; TRPML3 agonist: -0.3; S1P4 antagonist: -3.6; PERK inhibitor: 0.0; Ba/F3 V617F tox: 0.2; BaF3 parental: 0.7; TRPN1 ag: -2.1; S1P4 ag: 1.4

How did O=C(CSc1nc2cc(Cl)ccc2o1)NCCc1ccccc1 do in these assays?
m-calpain inh: 2.3; EP2 modulator: 3.8; TRPML3 agonist: 0.1; S1P4 antagonist: 1.7; PERK inhibitor: 1.3; Ba/F3 V617F tox: -0.8; BaF3 parental: 8.6; TRPN1 ag: 1.0; S1P4 ag: 0.5

What do the screens show for `CCOc1ccc(OCC(=O)Nc2ccccc2C(F)(F)F)cc1`?
m-calpain inh: -2.9; EP2 modulator: 7.1; TRPML3 agonist: 0.3; S1P4 antagonist: -11.2; PERK inhibitor: 0.4; Ba/F3 V617F tox: 1.7; BaF3 parental: 11.8; TRPN1 ag: -0.6; S1P4 ag: 0.3

What do the screens show for `NNC(=O)c1cnn(-c2ccccc2)c1-n1cccc1`?
m-calpain inh: -16.0; EP2 modulator: 5.6; TRPML3 agonist: 0.2; S1P4 antagonist: 10.9; PERK inhibitor: 0.3; Ba/F3 V617F tox: -0.2; BaF3 parental: 10.1; TRPN1 ag: 0.6; S1P4 ag: -0.5

What do the screens show for `Cc1cc(C)nc(SCC(=O)Nc2sc3c(c2C#N)CCC(C)C3)n1` (centres undefined)?
TRPML3 agonist: 1.1; S1P4 antagonist: 0.1; PERK inhibitor: 0.3; Ba/F3 V617F tox: -3.8; BaF3 parental: -0.9; TRPN1 ag: 0.2; S1P4 ag: 4.6

What do the screens show for `O=C(CNc1ccccc1)NN=C1CCCC1`?
m-calpain inh: -5.3; EP2 modulator: -6.0; TRPML3 agonist: 1.2; S1P4 antagonist: 12.8; PERK inhibitor: 0.6; Ba/F3 V617F tox: 1.4; BaF3 parental: 8.7; TRPN1 ag: 0.4; S1P4 ag: 1.4

How did CC1CCCCC1NC(=O)CO/N=C/c1ccc(OC(F)F)cc1 (centres undefined) do in these assays?
m-calpain inh: 17.6; EP2 modulator: -32.6; TRPML3 agonist: -0.8; S1P4 antagonist: 5.5; PERK inhibitor: 1.4; Ba/F3 V617F tox: -4.3; BaF3 parental: 7.8; TRPN1 ag: -0.9; S1P4 ag: 0.9

Results for COCc1nnc(NC(=O)CCCOc2ccccc2)s1 ?
m-calpain inh: -32.5; EP2 modulator: 19.4; TRPML3 agonist: 0.0; S1P4 antagonist: -4.9; PERK inhibitor: 1.1; Ba/F3 V617F tox: -2.6; BaF3 parental: 3.3; TRPN1 ag: 1.3; S1P4 ag: 0.7

How did CCOC(=O)c1cccc(NC(=O)C(NS(=O)(=O)c2ccc3c(c2)CCN3C(C)=O)C(C)C)c1 (centres undefined) do in these assays?
m-calpain inh: 26.2; EP2 modulator: 1.4; TRPML3 agonist: 0.5; S1P4 antagonist: -10.6; PERK inhibitor: -0.7; Ba/F3 V617F tox: 2.9; BaF3 parental: 4.1; TRPN1 ag: -0.5; S1P4 ag: 0.5

What do the screens show for `O=[N+]([O-])c1ccc(-c2cnc(SC(c3ccccc3)c3ccccc3)[nH]2)cc1`?
m-calpain inh: 20.2; EP2 modulator: 20.1; TRPML3 agonist: -0.3; S1P4 antagonist: -5.1; PERK inhibitor: -0.5; Ba/F3 V617F tox: 4.1; BaF3 parental: 8.8; TRPN1 ag: -1.4; S1P4 ag: -1.1

What do the screens show for `COc1cccc(/C=C2/NC(=O)NC2=O)c1OCC(=O)Nc1ccccc1`?
m-calpain inh: -27.0; EP2 modulator: 1.6; TRPML3 agonist: 0.5; S1P4 antagonist: -15.2; PERK inhibitor: -0.8; Ba/F3 V617F tox: -0.5; BaF3 parental: 5.0; TRPN1 ag: -0.3; S1P4 ag: 3.0

Results for Cc1ccc(CNC(=O)CN2CCCC(C)C2)cc1 (centres undefined) ?
m-calpain inh: -8.7; EP2 modulator: 17.3; TRPML3 agonist: 0.4; S1P4 antagonist: -5.2; PERK inhibitor: -0.3; Ba/F3 V617F tox: 0.1; BaF3 parental: -1.7; TRPN1 ag: -1.0; S1P4 ag: 1.0

Results for Cn1c(=O)[nH]c(=O)c2c1nc(N1CCOCC1)n2CCSc1nnnn1-c1ccccc1 ?
m-calpain inh: 6.2; EP2 modulator: -20.3; TRPML3 agonist: 0.9; S1P4 antagonist: -12.6; PERK inhibitor: -1.9; Ba/F3 V617F tox: 0.9; BaF3 parental: 0.7; TRPN1 ag: 0.9; S1P4 ag: -0.3

What do the screens show for `COc1ccc(NC(=O)CCCN2C(=O)/C(=C\c3ccco3)SC2=S)cc1`?
m-calpain inh: 7.2; EP2 modulator: -109.1; TRPML3 agonist: 0.2; S1P4 antagonist: -1.2; PERK inhibitor: 0.2; Ba/F3 V617F tox: -4.2; BaF3 parental: 1.6; TRPN1 ag: 1.9; S1P4 ag: -0.8

What do the screens show for `CC(/C=N/N1CCN(Cc2ccccc2)CC1)=C\c1ccccc1`?
m-calpain inh: 9.6; EP2 modulator: -35.5; TRPML3 agonist: -0.4; S1P4 antagonist: 0.3; PERK inhibitor: 0.7; Ba/F3 V617F tox: -5.0; BaF3 parental: -0.1; TRPN1 ag: -0.8; S1P4 ag: -0.2

How did CC1CN(C(=O)c2ccc(Oc3ccccc3)cc2)CC(C)O1 (centres undefined) do in these assays?
m-calpain inh: 6.6; EP2 modulator: -8.1; TRPML3 agonist: 0.2; S1P4 antagonist: -14.2; PERK inhibitor: 1.1; Ba/F3 V617F tox: -3.3; BaF3 parental: 2.3; TRPN1 ag: 1.6; S1P4 ag: 2.8

Results for Cc1ccccc1NC(=O)CSc1[nH]c(=O)cc(C)c1C#N ?
m-calpain inh: 0.0; EP2 modulator: 11.9; TRPML3 agonist: 0.0; S1P4 antagonist: 1.9; PERK inhibitor: 0.8; Ba/F3 V617F tox: -3.1; BaF3 parental: 5.6; TRPN1 ag: 1.4; S1P4 ag: -3.3

What do the screens show for `COc1ccccc1NC(=O)N1CCCC1C(=O)NCc1ccccc1` (centres undefined)?
m-calpain inh: -3.1; EP2 modulator: 35.2; TRPML3 agonist: -0.5; S1P4 antagonist: 1.5; PERK inhibitor: -1.1; Ba/F3 V617F tox: -0.8; BaF3 parental: 2.3; TRPN1 ag: -0.2; S1P4 ag: -0.4

How did Cc1cc2c(cc1C)N(C(=O)CN1C(=O)c3ccccc3C1=O)C(C)(C)c1ssc(=S)c1-2 do in these assays?
m-calpain inh: -107.9; EP2 modulator: 36.2; TRPML3 agonist: 81.4*; S1P4 antagonist: 9.3; PERK inhibitor: -1.5; Ba/F3 V617F tox: 2.0; BaF3 parental: 3.8; TRPN1 ag: 2.2; S1P4 ag: 3.4

How did NC(=S)N/N=C1\CCOc2ccc(Cl)cc21 do in these assays?
m-calpain inh: -6.6; EP2 modulator: -23.8; TRPML3 agonist: 0.9; S1P4 antagonist: 8.8; PERK inhibitor: 1.0; Ba/F3 V617F tox: 3.1; BaF3 parental: 1.7; TRPN1 ag: 0.3; S1P4 ag: 1.2

Entries from the list above that contain fluorine (two):
What do the screens show for `CCOc1ccc(OCC(=O)Nc2ccccc2C(F)(F)F)cc1`?
m-calpain inh: -2.9; EP2 modulator: 7.1; TRPML3 agonist: 0.3; S1P4 antagonist: -11.2; PERK inhibitor: 0.4; Ba/F3 V617F tox: 1.7; BaF3 parental: 11.8; TRPN1 ag: -0.6; S1P4 ag: 0.3

How did CC1CCCCC1NC(=O)CO/N=C/c1ccc(OC(F)F)cc1 (centres undefined) do in these assays?
m-calpain inh: 17.6; EP2 modulator: -32.6; TRPML3 agonist: -0.8; S1P4 antagonist: 5.5; PERK inhibitor: 1.4; Ba/F3 V617F tox: -4.3; BaF3 parental: 7.8; TRPN1 ag: -0.9; S1P4 ag: 0.9

(continued)
How did CN1CCN(CC(=O)N2c3ccccc3C(C)(c3ccc(Cl)cc3)CC2(C)C)CC1 (centres undefined) do in these assays?
m-calpain inh: 10.9; EP2 modulator: -11.0; TRPML3 agonist: 1.2; S1P4 antagonist: -2.5; PERK inhibitor: -0.9; Ba/F3 V617F tox: 2.0; BaF3 parental: 6.3; TRPN1 ag: 0.7; S1P4 ag: -5.6

How did O=C1C2C3c4ccccc4C(c4ccccc43)C2C(=O)N1/N=C/c1cccc(O)c1 (centres undefined) do in these assays?
m-calpain inh: 8.1; EP2 modulator: 12.7; TRPML3 agonist: -0.9; S1P4 antagonist: -5.7; PERK inhibitor: -0.7; Ba/F3 V617F tox: 4.1; BaF3 parental: 9.6; TRPN1 ag: -1.5; S1P4 ag: 1.4

What do the screens show for `NCCCC[C@@H](C(=O)N1CCNCC1)n1cc(CCC(=O)O)nn1`?
m-calpain inh: 5.7; EP2 modulator: 8.9; TRPML3 agonist: 1.4; S1P4 antagonist: 5.7; PERK inhibitor: 2.1; Ba/F3 V617F tox: 1.1; BaF3 parental: 1.6; TRPN1 ag: 0.5; S1P4 ag: 0.5

Results for Cc1ccc(S(=O)(=O)N2CCN(CC(=O)NC3CCCc4ccccc43)CC2)c(C)c1 (centres undefined) ?
m-calpain inh: -7.6; EP2 modulator: 27.6; TRPML3 agonist: 0.3; S1P4 antagonist: -6.8; PERK inhibitor: -1.0; Ba/F3 V617F tox: 1.2; BaF3 parental: 6.1; TRPN1 ag: 1.3; S1P4 ag: -3.8

What do the screens show for `Cc1cc(C)c(C)c(S(=O)(=O)N2CCN(C(=O)c3cc(=O)[nH]c4ccccc34)CC2)c1C`?
m-calpain inh: -88.8; EP2 modulator: -4.7; TRPML3 agonist: 0.7; S1P4 antagonist: 3.3; PERK inhibitor: -0.9; Ba/F3 V617F tox: -1.8; BaF3 parental: 3.2; TRPN1 ag: 1.9; S1P4 ag: -0.4

How did COC(=O)c1sc2ncccc2c1OCc1c(Cl)cccc1Cl do in these assays?
m-calpain inh: -20.5; EP2 modulator: 61.9*; TRPML3 agonist: 0.0; S1P4 antagonist: 2.4; PERK inhibitor: 0.3; Ba/F3 V617F tox: -3.6; BaF3 parental: -3.1; TRPN1 ag: 0.0; S1P4 ag: 0.8

How did COc1ccc(C(=O)NCC(=O)OCc2ccc(F)cc2)cc1 do in these assays?
m-calpain inh: 18.3; EP2 modulator: -34.0; TRPML3 agonist: -0.4; S1P4 antagonist: -4.0; PERK inhibitor: 0.1; Ba/F3 V617F tox: 3.9; BaF3 parental: 5.7; TRPN1 ag: -0.4; S1P4 ag: 2.8

How did COc1cc(NC2c3ccccc3C(=O)N2Cc2ccc3c(c2)OCO3)cc(OC)c1OC (centres undefined) do in these assays?
m-calpain inh: -22.2; EP2 modulator: -2.1; TRPML3 agonist: 0.2; S1P4 antagonist: -10.0; PERK inhibitor: -0.4; Ba/F3 V617F tox: -1.8; BaF3 parental: 5.7; TRPN1 ag: 0.0; S1P4 ag: -0.4

What do the screens show for `CCCC(CCC)C(=O)Nc1c[nH]c(=O)[nH]c1=O`?
m-calpain inh: -18.1; EP2 modulator: 29.7; TRPML3 agonist: 0.8; S1P4 antagonist: -31.8; PERK inhibitor: 2.5; Ba/F3 V617F tox: 0.1; BaF3 parental: 2.3; TRPN1 ag: 1.1; S1P4 ag: 1.5

How did O=C(/C=C/c1cccs1)c1cc(Cl)ccc1OC(=O)N1CCOCC1 do in these assays?
m-calpain inh: -5.0; EP2 modulator: 35.5; TRPML3 agonist: 0.2; S1P4 antagonist: 25.4; PERK inhibitor: -1.0; Ba/F3 V617F tox: 3.3; BaF3 parental: 5.7; TRPN1 ag: 2.4; S1P4 ag: 0.1
